TbPYK inhibitor – T. brucei pyruvate kinase inhibition. 410,000 tested, 0.12% active. Q57TT1. AID 624173. TbPYK enzyme, Kinase-Glo Plus ATP luminescence, 45 min. Potency, µM (series often up to 76.8 µM), for inactives: top-dose activity, negative = inhibition, most hits filed as inhibitors; active = well fitted inhibition curve with a large enough effect; inconclusive = small, poorly fitted or top-dose-only effect; also: nearly all actives have a fitted effect of over 50% in size
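Luminescent Kinase-Glo Plus end-point after 45 min room-temperature reaction of T. brucei pyruvate kinase started with 130 uM ADP (final). Buffer TEA 50 mM pH 7.2 with KCl, MgCl2, BSA, Tween-20; titration-based qHTS with fitted concentration-effect curves.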
An asterisk follows results filed as active; ? = inconclusive; [ ] = remark or other dose. % is scaled to controls: 0 for no effect and ±100 for the full control effect; potency is read from the fitted curve at half-maximal effect. Not all compounds are listed. The share of hits here may be higher or lower than overall.

entry	structure	TbPYK inhibitor
1	COc1ccc(N(C(=O)c2ccc(OC)c(OC)c2)S(=O)(=O)c2ccc(Cl)cc2)cc1	0.5%
2	COC(=O)c1c(NC(=O)COC(=O)CNC(=O)c2cccc(OC(F)F)c2)sc(C)c1C	-6.7%
3	Cc1c(-c2nsc(NC(=O)c3cccs3)n2)nnn1-c1ccc(F)cc1	-4.6%
4	Cc1cc(Nc2ccccc2F)n2nc(Cc3ccc(Cl)cc3)nc2n1	-8.0%
5	CC12CCC3(CC1CCC1OC12)OCCO3 (stereo not drawn)	5.7%
6	COc1ccc(F)cc1S(=O)(=O)NCCc1csc(-c2ccc(Cl)cc2)n1	-2.2%
7	Cc1cc(C)c2c(CC(=O)Nc3ccccc3C(F)(F)F)coc2c1	-2.6%
8	O=C(Nc1ccc(Cl)c(-c2nc3cc(Cl)ccc3o2)c1)c1cc([N+](=O)[O-])ccc1N1CCOCC1	-10.1%
9	CS(=O)(=O)N1c2ccccc2[C@]2([C@@]34C[C@H]5C(=O)N[C@@H](Cc6ccccc6)C(=O)N5[C@@H]3N(S(C)(=O)=O)c3ccccc34)C[C@H]3C(=O)N[C@@H](Cc4ccccc4)C(=O)N3[C@H]12	2.6%
10	O=C(Nc1cccc(-c2nc3cc(Cl)ccc3o2)c1)c1cc([N+](=O)[O-])ccc1N1CCOCC1	6.0%
11	CC(=O)Nc1ccc(NC(=O)C(Cc2ccccc2)NS(=O)(=O)c2ccc3c(c2)oc(=O)n3C)cc1 (stereo not drawn)	-8.8%
12	CCCn1cnnc1CNC(=O)[C@H]1O[C@@H](n2ccc(=O)[nH]c2=O)[C@H](O)[C@@H]1O	-0.6%
13	Cc1ccc(S(=O)(=O)NCC(=O)OC(C)C(=O)NCc2ccc3c(c2)OCO3)cc1 (stereo not drawn)	5.4%
14	O=C(CC(c1ccccc1)C1CCCCC1=O)c1ccccc1 (stereo not drawn)	-7.8%
15	CCOC(=O)CSc1nc2ccccc2c(=O)n1-c1cccc(C)c1	-1.5%
16	COc1ccc(CNC(=O)c2ccc(-n3cncn3)c3ccoc23)cc1OC	-0.2%
17	Cc1c(C(=O)NCC2CC2)sc(=O)n1Cc1cccc(F)c1	2.8%
18	CCOC(=O)c1cc(NC(=O)c2ccc(F)cc2)c(=O)n2c1oc1ccccc12	4.2%
19	COc1ccc2c(c1)CCc1sc(NC(=O)c3cccc(Br)c3)nc1-2	-5.0%
20	Cc1ccc(CNC(=O)c2ccc(-n3cnc4cccnc43)cc2)cc1	5.8%
21	CCCN(C(=O)COC(=O)c1nc2nccc(C)n2n1)C1CCS(=O)(=O)C1 (stereo not drawn)	-7.9%
22	Cc1ccc(Cl)cc1N(C)C(=O)c1cc2c(Cl)nc3ccccc3c2s1	6.2%
23	Cc1cccc(-c2noc(-c3ccc(N4CCOCC4)c([N+](=O)[O-])c3)n2)c1	0.2%
24	NC1=NN(c2ccccc2)C(=O)C1	3.4%
25	CN(C1CCCCC1)S(=O)(=O)c1ccc2c(c1)c(=O)c(C(=O)O)cn2C	4.6%
26	CCC(=O)Nc1ccc2nc(SCCOc3cccc(C)c3)sc2c1	-3.7%
27	COc1ccccc1N1CCN(c2nc(-c3ccc(C)cc3)nc3ccccc23)CC1	2.7%
28	Cc1ccccc1N=C1C(=O)Nc2ccccc21	0.1%
29	CC(=O)c1ccc(N2CCN(c3ccc(NC(=O)c4cccs4)cc3C(=O)O)CC2)cc1	-15.3%
30	COc1ccc(-c2nnc(SCC(=O)Nc3cccc(C(F)(F)F)c3)nc2-c2ccc(OC)cc2)cc1	-1.1%
31	Cc1ccc(-c2cn3c(n2)sc2cc(C(=O)NC4CCCc5ccccc54)ccc23)cc1 (stereo not drawn)	-7.5%
32	F[B-](F)(F)c1cc2ccccc2s1	1.5%
33	CS(=O)(=O)N1CCC2(CCCN(Cc3cc(C(F)(F)F)cc(C(F)(F)F)c3)C2)CC1	1.8%
34	CCc1cnc2c(c1SC(C(C)=O)C(=O)N(C)C)c(=O)n(C)c(=O)n2C (stereo not drawn)	14.1µM*
35	O=[n+]1c2c(n([O-])c3cc(F)c(N4CCCC4)cc31)CCC2	-2.2%
36	O=C(Cn1c(-c2cccs2)cc2ccccc21)NCCc1ccc(Cl)cc1	1.3%
37	CCS(=O)(=O)N1CC(=O)N(c2cccc(Cl)c2)C(C)(C(=O)NC2CCCCCC2)C1 (stereo not drawn)	-12.3%
38	Cc1ccc(C(=O)NCCC(C)C)cc1NC(=O)c1nsc2ccccc12	-7.6%
39	CCCS(=O)(=O)NC(=O)C1(C)CCCN(C(=O)CCc2cccs2)C1 (stereo not drawn)	-8.8%
40	CCOc1ccc(NC(=O)CSc2nc(-c3ccc(F)cc3)cc(C(F)(F)F)c2C#N)cc1	-5.2%
41	Cn1c(=O)c2c(ncn2CC(=O)Nc2ccc3c(c2)OCO3)n(C)c1=O	-7.4%
42	Oc1ccccc1-c1n[nH]c(-c2ccccc2O)n1	8.1%
43	CCOc1ccccc1NC(=O)CSc1nc(-c2cccs2)cc(C(F)(F)F)n1	2.2%
44	O=C(CC[C@H]1O[C@@H](n2ccc(=O)[nH]c2=O)[C@H](O)[C@@H]1O)N[C@H](Cc1ccccc1)C(=O)NCCCc1ccccc1	-0.7%
45	O=C(Nc1ccccc1)N1CC[C@@]2(CCCN(C(=O)c3csnn3)C2)C1	-2.2%
46	COc1ccc(NC(=O)C2CCCN2S(=O)(=O)c2ccc3nc(-c4ccccc4)[nH]c3c2)cc1 (stereo not drawn)	3.2%
47	Cc1ccsc1C(=O)N1CCCC1(C)C(=O)NCC(C)C (stereo not drawn)	0.1%
48	CCOc1ccc(/C(O)=C2\C(=O)C(=O)N(c3ccccn3)C2c2ccccc2F)c(C)c1 (stereo not drawn)	-14.7%
49	CCN(CC)c1cc2c(c3c1ccn3C)C1CCC2C1 (stereo not drawn)	2.3%
50	O=C(c1cccc(Cl)c1)N1CCC2CC1c1cc(-c3ccccc3)ccc12 (stereo not drawn)	-2.6%

New compounds follow.
entry	structure	TbPYK inhibitor
51	COC(=O)[C@]12CCCCC=C1N(CCC1=CCCCC1)C(=O)[C@H](CC(=O)NCCCCc1ccccc1)C2	7.5%
52	Cc1cc(C)c(S(=O)(=O)NCC2CCC(C(=O)NCCc3ccccc3)CC2)c(C)c1 (stereo not drawn)	-5.7%[15.4 µM]
53	COc1cc(Cn2c3ccc(NC(=O)CCc4ccccc4)cc3c(=O)n2C)ccc1F	-16.3%
54	CCC(C)NC(=O)c1c(C)oc2nc(C)nc(N3CCOCC3)c12 (stereo not drawn)	-2.8%
55	Cc1cc(Br)cn2c(Cc3ccccc3)c(-c3cccc(Cl)c3)nc12	-10.6%
56	NC(=O)c1ncn([C@@H]2O[C@H](CNS(=O)(=O)c3cc4ccccc4s3)[C@@H](O)[C@H]2O)n1	-3.5%
57	O=C(c1cccc(Br)c1)N1CCN(Cc2cc(=O)n3nc(-c4ccccc4)sc3n2)CC1	-1.8%
58	COC(=O)c1cc(OC)c(OC)cc1NC(=O)c1ccc2c(c1)CCN2S(=O)(=O)c1ccccc1	0.1%
59	Cc1ccc(-n2c(=O)c3ccc(C(=O)NCc4ccco4)cc3n(CC(=O)Nc3ccccc3C(F)(F)F)c2=O)cc1	-1.1%
60	CC/C(=N\NC(=O)c1cc(C)oc1C)c1ccc(OC(F)F)cc1	-11.1%
61	COc1cc(OCc2ccccc2)c(CC(=O)O)c([N+](=O)[O-])c1	-14.1%
62	O=C(NCCc1ccccc1)C1CCN(Cc2cc3ccccc3n2Cc2ccccc2)CC1	0.5%
63	CC(C)(C)OC(=O)N1CCC(c2c(C(=O)NCCN3CCOCC3)cnn2-c2cccc(Cl)c2)CC1	1.0%
64	Cc1ccc2cccc(NC(=O)c3ccc(-c4cccc(Cl)c4)o3)c2n1	2.4%
65	C=CCC1(CC=C)CCCN1C(=O)C1CCC(=O)N(Cc2ccc(Cl)cc2)C1 (stereo not drawn)	1.2%
66	Cc1cc(-n2c(C)nc3ccccc3c2=O)ccc1NC(=O)C(F)(F)F	0.7%
67	CC(C)[C@H](NC(=O)c1ccco1)C(=O)Nc1ccc(N2CCCCCC2)cc1	-3.0%
68	Cc1nn(Cc2ccccc2)c(C)c1NC(=O)c1cc(C(C)C)on1	-19.2%
69	CC(=O)Nc1ccc(S(=O)(=O)N[C@@H](C)C(=O)OCC(=O)c2ccc(Br)s2)cc1	-7.1%
70	COc1ccc(S(=O)(=O)N(C)C[C@H]2Oc3ncc(Br)cc3C(=O)N([C@@H](C)CO)C[C@@H]2C)cc1	9.1%
71	CCOC(=O)c1c(-c2ccccc2)oc2ccc(N(C(C)=O)S(=O)(=O)c3ccc(C)cc3)cc12	0.1%
72	CC1CCCN(C(=O)CCCNC(=O)c2ccc(Cl)cc2)C1 (stereo not drawn)	-15.6%
73	O=C(NCC(c1cccs1)N1CCOCC1)C1CCN(S(=O)(=O)c2cc(Cl)ccc2Cl)CC1 (stereo not drawn)	-6.0%
74	COC(=O)c1c(-c2ccc(Cl)cc2)noc1N1CCN(c2cc(C)ccc2C)CC1	-0.5%
75	COc1ccccc1CNC(=O)CCNS(=O)(=O)c1ccc2c(c1)CCCC(=O)N2	-0.3%

Some of these compounds in order of SMILES length, rising:
entry	structure	TbPYK inhibitor
17	Cc1c(C(=O)NCC2CC2)sc(=O)n1Cc1cccc(F)c1	2.8%
18	CCOC(=O)c1cc(NC(=O)c2ccc(F)cc2)c(=O)n2c1oc1ccccc12	4.2%
40	CCOc1ccc(NC(=O)CSc2nc(-c3ccc(F)cc3)cc(C(F)(F)F)c2C#N)cc1	-5.2%

The list goes on.
entry	structure	TbPYK inhibitor
76	COC(=O)c1ccc(NC(=O)CN(C)S(=O)(=O)c2ccc3c(c2)CCCC(=O)N3)cc1	0.9%
77	Cc1nc([N+](=O)[O-])cn1-c1ccc([N+](=O)[O-])cc1	1.3%
78	O=C(C1CC1)N1CCN(c2nc3c(F)cc(F)cc3s2)CC1	3.7%
79	O=C1CCCC2=C1C(c1cccc(Br)c1)n1nc(-c3ccco3)nc1N2 (stereo not drawn)	-10.6%
80	COC(=O)c1ccc2c(=O)n(CCc3ccc(S(N)(=O)=O)cc3)c(SCC(=O)C(C)(C)C)nc2c1	-6.5%
81	O=C(C[C@@H]1C[C@@H]2c3cc(NS(=O)(=O)c4ccc(F)cc4)ccc3O[C@@H]2[C@H](CO)O1)NCc1ccc(Oc2ccccc2)cc1	-9.4%
82	COc1ccc(NC(=O)CSc2nnc(-c3nonc3NC(C)=O)n2C)cc1Cl	3.2%
83	Cc1ccc(C2c3[nH]c4ccccc4c3CCN2C(=O)CSc2ccccc2)cc1 (stereo not drawn)	-4.7%
84	COc1cccc(NC(=O)C2(C)CCN2Cc2ccccc2Cl)c1 (stereo not drawn)	-4.5%
85	OCC[C@H]1C[C@@H](O)[C@H](O)[C@@]2(CCCCO2)O1	6.1%
86	COc1cccc(C(NC(C)=O)c2nc(-c3ccc4c(c3)OCO4)cs2)c1 (stereo not drawn)	-3.9%
87	CCN(C(=O)C1CCN(c2ncnc3c2nc2n3CCCCC2)CC1)c1cccc(Cl)c1	-7.8%
88	CC1CCC(Nc2ncnc3onc(-c4ccc(Cl)cc4)c23)CC1 (stereo not drawn)	-1.0%
89	CCOc1ccc(CCNC(=O)COC(=O)c2cccc(S(=O)(=O)N(C)C)c2)cc1OCC	0.5%
90	COc1ccc(C(C)=O)cc1CSc1nc(NCc2ccccc2)c2ccccc2n1	0.4%
91	CC(C)(C)CNC(=O)C1(C)CCN1C(=O)C1(c2ccccc2)CC1 (stereo not drawn)	-1.6%
92	CC(C)c1nc2ccc(C(=O)NCCCN3CCN(c4ccccc4F)CC3)cc2o1	3.7%
93	Cc1ccc(CN2C(=O)C(F)(F)Oc3ccccc32)cc1	0.7%
94	COc1cccc(NC(=O)CSCc2nc3sc(C)c(C)c3c(=O)[nH]2)c1	-7.5%
95	COc1ccc(-n2cc(-c3ccccc3)c3c(NC4CCCCC4)ncnc32)cc1	3.4%
96	O=S1(=O)CC(N2CC=CC2)CN1Cc1cn(Cc2cccc(Cl)c2)nn1 (stereo not drawn)	2.8%
97	CCOC(=O)COc1ccc2c(C)c(CCN(CC)CC)c(=O)oc2c1	21.5%
98	Clc1cccc(Cc2c(-c3ccco3)nc3ccc(Br)cn23)c1	?
99	COc1ccc(C(=O)N/C(=C\c2cn(S(=O)(=O)N(C)C)c3ccccc23)C(=O)N2CCCC2)cc1	1.6%
100	CC(=O)N1CCc2cc(Br)cc(S(=O)(=O)CCC(=O)N3CCN(c4ccccc4Cl)CC3)c21	-10.4%
101	CCc1cccc(NC(=O)CCS(=O)(=O)c2cc3c4c(c2)CCN4C(=O)CC3)c1	-3.7%
102	O=C(CSc1nccn1-c1ccc(Cl)cc1)Nc1nc2ccccc2s1	-9.1%
103	CC(=O)N1CCc2cc(NC(=O)C3(C)CCN3Cc3ccccc3OC(F)F)ccc21 (stereo not drawn)	0.7%
104	O=C(c1cc2ccc3cccnc3c2[nH]1)N1CCN(c2cccc(Cl)c2)CC1	0.2%
105	CC(O)(c1ccc(F)c(F)c1)c1nc(-c2ccc(Cl)cc2)cs1 (stereo not drawn)	0.2%
106	NC(c1ccccc1)c1csc(Nc2ccc(S(N)(=O)=O)cc2)n1 (stereo not drawn)	-0.4%
107	CC1(C(=O)NS(=O)(=O)c2ccc(Cl)cc2)CCN1C(=O)CC1CCCC1 (stereo not drawn)	3.4%
108	COc1cccc(Cn2nnc(C(=O)NCc3ccc(Cl)cc3Cl)c2N)c1	-13.4%
109	CCCn1c(=O)c2sccc2n2c(CCCC(=O)N3CCN(c4ccc(OC)cc4)CC3)nnc12	3.5%

Reformatted: two of the compounds above
107. CC1(C(=O)NS(=O)(=O)c2ccc(Cl)cc2)CCN1C(=O)CC1CCCC1 (stereo not drawn)
  TbPYK inhibitor: 3.4%
108. COc1cccc(Cn2nnc(C(=O)NCc3ccc(Cl)cc3Cl)c2N)c1
  TbPYK inhibitor: -13.4%
